# Screens from PubChem BioAssay.
# KCNQ1 inh: human KCNQ1 channel inhibition; B-score at 10 µM; actives 1.3% (n = 310,000); P51787; CHO-K1 KCNQ1, FluxOR thallium flux fluorescence; stronger effect = higher value;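 active = compounds whose thallium flux B-score, printed positive for inhibition, exceeds three library SD while starting fluorescence stays within three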;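 note: channel opened by potassium depolarization with thallium stimulus after 20 min compound exposure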
# TMEM16A inh: mouse TMEM16A channel inhibition, primary screen; Q8BHY3; HEK293 TMEM16A/YFP iodide influx fluorescence, ionomycin; normalized B-score (activity score, 25-100; higher = stronger inhibition) at 10 µM; actives 1.2% (n = 310,000); AID 588511;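 active = ratio plate-corrected score three or more library SD toward inhibition, starting fluorescence score within five deviations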;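 note: score derived from kinetic fluorescence span divided by baseline fluorescence per well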
# KCNQ1 act: potentiates or activates the human KCNQ1 potassium channel | CHO-K1 KCNQ1, thallium flux FluxOR fluorescence; stronger effect = higher value | B-score at 10 µM | actives 0.35% (n = 310,000);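 active = fluorescence ratio B-score, a plate-corrected score, at least three library SD, with initial intensity B-score within 5 SD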
#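 System: CHO-K1 cells stably expressing KCNQ1 / Medium: assay buffer for compound exposure, DMSO matched across wells / Reagent: thallium- and potassium-containing depolarizing buffer / Compound: one concentration, matched DMSO / Incubation: 20 min compound pretreatment at room temperature / Measured by: kinetic FluxOR fluorescence, 10 s baseline plus 110 s post-stimulus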
# MrgX1 agonist: human MrgX1 receptor agonism, primary screen | Q96LB2 | MrgX1-HEK293 cells, Fluo-4 calcium fluorescence, agonist mode; stronger effect = higher value | B-score at 10 µM | actives 0.44% (n = 310,000) | AID 588627;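 active = calcium response B-score plate-corrected fluorescence ratio at least 3 library SD, with starting fluorescence B-score inside 5 SD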
# Target sequence (Q96LB2 whole entry, looked up): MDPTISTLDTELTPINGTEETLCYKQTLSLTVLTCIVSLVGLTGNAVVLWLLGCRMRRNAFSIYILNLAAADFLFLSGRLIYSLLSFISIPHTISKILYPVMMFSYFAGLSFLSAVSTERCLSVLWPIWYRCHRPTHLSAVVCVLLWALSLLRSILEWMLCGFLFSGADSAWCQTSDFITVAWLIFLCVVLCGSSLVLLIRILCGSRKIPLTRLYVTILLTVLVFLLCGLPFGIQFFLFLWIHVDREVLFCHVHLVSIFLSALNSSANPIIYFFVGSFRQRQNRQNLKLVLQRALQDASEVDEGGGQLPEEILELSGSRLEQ
#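 Material: HEK293 cells stably expressing human MrgX1 receptor | Quantity: 15,000 cells per well | Times: Cells plated overnight, dye loaded 0.5 h 37 °C, 0.5 h room temperature | Measured by: Kinetic Fluo-4 NW fluorescence of intracellular calcium | Control set: Positive and negative controls per plate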
# KCNK3 block: human KCNK3 channel inhibition, primary screen; CHO-KCNK3 thallium flux, FluxOR fluorescence; stronger effect = lower value; actives 0.84% (n = 340,000); O14649; B-score at 10 µM; AID 602410;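 active = B-score under library mean minus 4 SD, starting fluorescence ratio at most library mean plus 5 SD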;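 note: more negative B-score means stronger inhibition of thallium flux through KCNK3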
# hERG protect: shields human hERG channel from block by proarrhythmic agents; Q12809; CHO-hERG, FluxOR thallium flux, dofetilide IC70 present; activation (rescue from dofetilide block), less the hit threshold, % at 10 µM; actives 0.51% (n = 310,000);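 active = activation above the mean of controls blocked by dofetilide plus 5 SD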;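 note: thallium influx through hERG after potassium depolarization seen as dye fluorescence rise; in these data hits start at about 4.7%; inactives centre near -7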
# RGS4 inh: human RGS4 inhibition; P49798; HEK293 M3R/RGS4 inducible, Fluo-4 calcium flux; stronger effect = higher value; triggered by carbachol at its EC20; B-score at 10 µM; actives 0.45% (n = 310,000); AID 463165;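 active = B-score, a plate-corrected calcium signal, over three deviations above library mean, with baseline fluorescence within five deviations of library mean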;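 note: RGS4 expression induced by doxycycline in cells with stable M3 receptor; B-score is computed from the integrated fluorescence ratio over baseline after carbachol; higher B-score means a larger calcium signal and so more RGS4 inhibition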
# Target sequence (P49798 whole entry, looked up): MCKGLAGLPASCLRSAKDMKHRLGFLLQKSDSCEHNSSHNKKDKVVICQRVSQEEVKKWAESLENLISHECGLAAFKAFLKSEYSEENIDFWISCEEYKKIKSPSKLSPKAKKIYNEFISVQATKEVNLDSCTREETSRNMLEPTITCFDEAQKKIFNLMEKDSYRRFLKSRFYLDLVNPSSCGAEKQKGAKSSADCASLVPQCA
# RGS4 pot: potentiators or activators of RGS4 | HEK293 M3R/inducible RGS4, carbachol calcium flux Fluo4; stronger effect = lower value | actives 0.92% (n = 310,000) | B-score at 10 µM | AID 463111;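 active = B-score of the integrated calcium signal more than 4 SD below the library mean, with starting fluorescence not abnormally high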;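 note: negative B-score means reduced calcium response which marks RGS4 activation or potentiation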
#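 Material: Inducible-RGS4 HEK293 cells carrying M3 receptor; also added: carbachol at ECmax as muscarinic agonist stimulus; incubation: compound preincubation 20 min at room temperature before agonist; signal: Fluo4-AM (2 µM) calcium-flux fluorescence, kinetic read; measure: integrated calcium ratio converted to B score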
# TMEM16A act: activators or potentiators of mouse TMEM16A chloride channel. Q8BHY3. HEK293 TMEM16A/YFP-H148Q/I152L, iodide quench fluorescence; stronger effect = lower value. B-score at 10 µM. actives 0.3% (n = 340,000);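 active = fluorescence-ratio B-score plate-corrected deviation score at least 3 library SD below zero, with starting fluorescence score within 5 deviations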;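 note: channel opened by trigger with iodide after compound preincubation; score built on the fluorescence ratio of max minus min over baseline; more negative score means more quench and so TMEM16A activation or potentiation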
# MrgX1 PAM: allosterically activates human MrgX1 receptor signaling; actives 0.63% (n = 310,000); MrgX1-HEK293, Fluo-4 calcium flux, FDSS; stronger effect = higher value; B-score at 10 µM; Q96LB2;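 active = plate-corrected calcium response at least 3 library SD above typical, normal starting fluorescence, not activating the receptor alone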;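 note: compound read alongside a low EC10 to EC30 dose of BAM8-22 agonist; peak minus trough fluorescence over baseline measured at the second addition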
# KCNK9 inh: blocks the human KCNK9 two-pore domain potassium channel; B-score at 10 µM; HEK293 KCNK9, FluxOR thallium flux fluorescence; stronger effect = lower value; actives 1.2% (n = 310,000);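 active = ratio B-score over 3 SD below the library mean, with starting fluorescence within 5 SD of its mean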;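 note: negative B-score means less thallium flux so channel inhibition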
# Target sequence (Q9NPC2 whole entry, looked up, the tested form may be a part): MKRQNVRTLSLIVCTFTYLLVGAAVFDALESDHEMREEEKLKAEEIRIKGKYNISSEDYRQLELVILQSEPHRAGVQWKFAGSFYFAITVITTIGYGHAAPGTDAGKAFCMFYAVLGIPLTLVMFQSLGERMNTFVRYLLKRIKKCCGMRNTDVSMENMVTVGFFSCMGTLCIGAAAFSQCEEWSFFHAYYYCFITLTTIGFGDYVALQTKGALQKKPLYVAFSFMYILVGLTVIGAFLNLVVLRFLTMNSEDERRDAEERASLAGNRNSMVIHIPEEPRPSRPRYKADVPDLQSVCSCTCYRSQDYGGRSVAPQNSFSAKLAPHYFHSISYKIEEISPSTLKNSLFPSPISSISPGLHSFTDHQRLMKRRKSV
# Starred values were filed as active, the others as inactive; i = inactive.
# Sequence of screens – KCNQ1 inh | TMEM16A inh | KCNQ1 act | MrgX1 agonist | KCNK3 block | hERG protect | RGS4 inh | RGS4 pot | TMEM16A act | MrgX1 PAM | KCNK9 inh
> CCCCCCCOc1ccc(C2(C)NC(=O)NC2=O)cc1 (configuration not stated)
  i | i | i | i | i | -17 | i | i | i | i | i
> COCCN1CCN(Cc2cn(C)nc2-c2ccc(Oc3ccccc3)cc2)CC1
  i | i | i | i | i | -7 | i | i | i | i | i
> COc1ccc(-c2cc(C(F)F)n3ncc(C(=O)N4CCc5ccccc54)c3n2)cc1
  i | i | i | i | i | -3 | i | i | i | i | i
> O=C(NCC1CCCO1)c1ccc(Cl)c(F)c1F (configuration not stated)
  i | i | i | i | i | -6 | i | i | i | i | i
> Cc1ccc(NC(=O)CNC(=O)c2ccc(Oc3ccccc3)cc2)nc1
  i | i | i | i | i | -9 | i | i | i | i | i
> COc1cc(CNc2ccc3[nH]c(=O)[nH]c3c2)ccc1OCc1ccc(Cl)cc1
  i | i | i | i | i | -3 | i | i | i | i | i
> Cc1cc(NC(=O)CSc2nnc(-c3ccncc3)n2-c2ccccc2)no1
  i | i | i | i | i | -4 | i | i | i | i | i
> Cc1nc(SC2CC(=O)N(c3ccc([N+](=O)[O-])cc3)C2=O)nc2c1CCCC2 (configuration not stated)
  i | i | i | i | i | -10 | i | i | i | i | i
> CC(=O)C1=C(O)C(=O)N(Cc2ccco2)C1c1cccc(F)c1 (configuration not stated)
  i | i | i | i | i | -13 | i | i | i | i | i
> O=c1c(Cc2ccc(F)cc2)c(O)ccn1C1CCCCC1
  i | i | i | i | i | -6 | i | i | i | i | i
> O=C(CCN1C(=O)c2ccccc2C1=O)Nc1ccccc1C(=O)N1CCOCC1
  i | i | i | i | i | -7 | i | i | i | i | i
> COC(=O)CC1=Nc2ccccc2NC(=O)C1
  i | i | i | i | i | -8 | i | i | i | i | i
> COC(=O)Cc1ccc(NC(=S)Nc2cccc(C)n2)cc1
  i | i | i | i | i | -5 | i | i | i | i | i
> CN(C[C@@H](Cc1cccc2ccccc12)N(C[C@H](Cc1ccccc1)N(CCc1ccccc1)N=O)N=O)N=O
  i | i | i | i | i | -10 | i | i | i | i | i
> S=C(NCCSCc1c(Cl)cccc1Cl)Nc1ccccc1
  i | 100* | i | i | i | -8 | i | i | i | i | i
> CCCCNc1nc2c(c(=O)n(C)c(=O)n2C)n1Cc1cccc(OC)c1
  i | i | i | i | i | -14 | i | i | i | i | i
> O=c1[nH]c2c(Br)cnc([N+](=O)[O-])c2[nH]1
  i | i | i | i | i | -12 | i | i | i | i | i
> CCOc1cc(C(=O)NCCC(=O)N2CCC3(CC2)NCCc2[nH]cnc23)cc(OCC)c1OCC
  i | i | i | i | i | -7 | i | i | i | i | i
> CCCOc1ccccc1C(=O)N(Cc1cccs1)C1CCS(=O)(=O)C1 (configuration not stated)
  i | i | i | i | i | -9 | i | i | i | i | i
> CCC(NC(=O)CCl)c1ccc(C)cc1 (configuration not stated)
  i | i | i | i | i | -2 | i | i | i | i | i
> CC(=O)c1cccc(NC(=O)c2ccc3c(c2)C(=O)N(Cc2cccnc2)C3=O)c1
  i | i | i | i | i | -6 | i | i | i | i | i
> COc1ccc(/C(=N\Nc2ccccc2C(=O)O)c2ccccc2)cc1
  i | i | i | i | i | -12 | i | i | i | i | i
> COc1cc(OC)cc(C(=O)/C=C2\Sc3ccccc3N2C)c1
  i | i | i | i | i | -7 | i | i | i | i | i
> COc1ccc(CN(C(=O)CSc2nnc(-c3ccc(F)cc3)o2)c2ccc(F)cc2)cc1
  i | i | i | i | i | -12 | i | i | i | i | i
> O=C(NCc1ccco1)c1cc2cc3ccc(Cl)cc3nc2o1
  i | i | i | i | i | -4 | i | i | i | i | i
> Cc1ccc(C2(C)NC(=O)N(CC(=O)Nc3cc(S(=O)(=O)N4CCOCC4)ccc3C)C2=O)cc1 (configuration not stated)
  i | i | i | i | i | -4 | i | i | i | i | i
> CC12CCC(=O)N1C(C(=O)O)Cc1c2[nH]c2ccccc12 (configuration not stated)
  i | i | i | i | i | -1 | i | i | i | i | i
> Nc1c(C(=O)O)sc2nc(-c3ccccc3)cc(-c3ccccc3)c12
  i | i | i | i | i | -19 | i | i | i | i | i
> CCN(CC)S(=O)(=O)c1cccc(C(=O)OCC(=O)c2ccc3c(c2)NC(=O)CO3)c1
  i | 25* | i | i | i | -3 | i | i | i | i | i
> Cc1cc(C(=O)Nc2nc3c(C)cccc3s2)c(C)o1
  i | i | i | i | i | -6 | i | i | i | i | i
> CCN(CC)c1ccc2cc(-c3nnc(-c4ccccc4)o3)c(=O)oc2c1
  i | i | i | i | i | -18 | i | i | i | i | i
> Cc1ccc(S(=O)(=O)N(CC(=O)NCC2CCCO2)c2cccc([N+](=O)[O-])c2)cc1 (configuration not stated)
  i | i | i | i | i | -20 | i | i | i | i | i
> CC1CC(C)CN(C(=O)C2CC(=O)N(c3ccc(F)cc3)C2)C1 (configuration not stated)
  i | i | i | i | i | -3 | i | i | i | i | i
> COc1cc(CN2CCCCCC2)cc([N+](=O)[O-])c1O
  i | i | i | i | i | -5 | i | i | i | i | i
> CCOP(=O)(OCC)C(Nc1ccccc1)c1cc(OC)ccc1OC (configuration not stated)
  i | i | i | i | i | -7 | i | i | i | i | i
> CCN1CCN(S(=O)(=O)c2cc(C(=O)O)ccc2Cl)CC1
  i | i | i | i | i | -10 | i | i | i | i | i
> O=C(O)CSCC(=O)Nc1ccc(Br)c(C(F)(F)F)c1
  i | i | i | i | i | 2 | i | i | i | i | i
> CCn1c(O)c(C=NC2CCCC2)sc1=S
  i | i | i | i | i | -11 | i | i | i | i | i
> O=C(Nc1ccc(-c2nc3ncccc3o2)cc1)c1ccc(Br)o1
  i | i | i | i | i | -7 | i | i | i | i | i
> CC(C)(C)OC(=O)[C@H]1[C@H](c2ccc([N+](=O)[O-])cc2)C2(C(=O)c3ccccc3C2=O)C2c3ccccc3C=NN21 (some centres not stated)
  i | i | i | i | i | -9 | i | i | i | i | i
> O=C(N/N=C/c1ccncc1)c1cc2ccccc2o1
  i | i | i | i | i | -13 | i | i | i | i | i
> O=C(NC1CC(=O)N(c2cccc(F)c2)C1)N1CCN(C(=O)c2ccco2)CC1 (configuration not stated)
  i | i | i | i | i | -9 | i | i | i | i | i
> CCOc1ccc(NC(=O)c2cc(=O)[nH]c3ccccc23)cc1
  i | i | i | i | i | -2 | i | i | i | i | i
> c1ccc2c(c1)OCCOCCOCCOCCOCCOc1ccccc1OCCOCCOCCO2
  8* | i | i | i | i | -23 | i | i | i | i | i
> COc1ccc(S(=O)(=O)NCCC(C)C)cc1OC
  i | i | i | i | i | 0 | i | i | i | i | i
> O=C(NCc1ccccc1)C1c2ccccc2Oc2ccccc21
  i | i | i | i | i | -8 | i | i | i | i | i
> CN1C[C@@H]2C[C@@H](c3cccn3-c3nccs3)N3CCC[C@@]23C1=O
  i | i | i | i | i | -21 | i | i | i | i | i
> Cc1ccccc1NC(=O)Cc1nnc(SCC(=O)Nc2ccccc2)n1C
  i | i | i | i | i | -6 | i | i | i | i | i
> COC(=O)c1c(NC(=O)COC(=O)CC(NC(C)=O)c2ccccc2)sc(C)c1C (configuration not stated)
  i | i | i | i | i | -12 | i | i | i | i | i
> Cc1cc(C)c(NC(=O)C[N+](C)(C)CC(O)COc2cccc3ccccc23)c(C)c1 (configuration not stated)
  i | i | i | i | i | -12 | i | i | i | i | i
> CC(NC(=O)CCn1nc(-c2ccc(Cl)cc2)ccc1=O)c1ccccc1 (configuration not stated)
  i | i | i | i | i | -12 | i | i | i | i | i
> Cc1cc(=S)cc(C)n1CCCn1ccnc1
  i | i | i | i | i | -7 | i | i | i | i | i
> COC(=O)C(/C=N/OCc1ccc([N+](=O)[O-])cc1)NC(=O)c1cccc(Cl)c1 (configuration not stated)
  i | i | i | i | i | -4 | i | i | i | i | i
> CCOC(=O)c1cn(Cc2cccc(Cl)c2)c2cc(C)nn2c1=O
  i | i | i | i | i | -1 | i | i | i | i | i
> CCOc1ccc(C(=O)CCc2nc3ccccc3s2)cc1
  i | i | i | i | i | -11 | i | i | i | i | i
> Cc1[nH]n2c(=O)c(C#N)c(-c3ccccc3)nc2c1-c1ccccc1
  i | i | i | i | i | -16 | i | i | i | i | i
> COc1ccccc1CNC(=O)C1CCC(CNS(=O)(=O)c2ccc(NC(C)=O)cc2)CC1 (configuration not stated)
  i | i | i | i | i | -7 | i | i | i | i | i
> CC(=O)Nc1cccc(NC(=O)CSc2ccc(C(F)(F)F)cc2[N+](=O)[O-])c1
  i | i | i | i | i | -5 | i | i | i | i | i
> CCNC(=O)C(=O)N/N=C/c1cc([N+](=O)[O-])ccc1O
  i | i | i | i | i | -5 | i | i | i | i | i
> CC(CCCC(C)(C)O)NC(=O)c1cc(COc2ccc3ncccc3c2)on1 (configuration not stated)
  i | i | i | i | i | -10 | i | i | i | i | i

# Other results.
# Sequence of screens – KCNQ1 inh | TMEM16A inh | KCNQ1 act | MrgX1 agonist | KCNK3 block | hERG protect | RGS4 inh | RGS4 pot | TMEM16A act | MrgX1 PAM | KCNK9 inh
> C/C(=N\NS(=O)(=O)c1ccc([N+](=O)[O-])cc1)c1ccc2c(c1)OCO2
  i | i | i | i | i | -10 | i | i | i | i | i
> N#CC(C#N)=Cc1cn(-c2ncc(C(F)(F)F)cc2Cl)c2ccccc12
  i | i | i | i | i | 0 | i | i | i | i | i
> CC(C)Cc1nc2oc3c(Cl)ncnc3c2c2c1CCC2
  i | i | i | i | i | -7 | i | i | i | i | i
> COc1ccc(C(=O)CCC(=O)Nc2cccc(Cl)c2)cc1
  i | i | i | i | i | -15 | i | i | i | i | i
> COC(=O)CC(N)c1ccc(OC)c2ccccc12 (configuration not stated)
  i | i | i | i | i | -6 | i | i | i | i | i
> COc1ccc(NC(=O)c2ccc3nc(C)sc3c2)cc1
  i | i | i | i | i | -4 | i | i | i | i | i
> CC1=C(C(=O)Nc2ccccc2C)C(c2ccccc2)NC(=O)N1 (configuration not stated)
  i | i | i | i | i | -11 | i | i | i | i | i
